# Bfl-1 Bim block: inhibitors of Bim binding to Bfl-1, primary screen, biochemical, multiplexed, bead-based flow cytometry; 0.12% of 190,000 active; inhibition, % at 10 µM; AID 1008, 2008; Bim-Bfl-1 binding inhibition;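 further: 0% = wells without compound plus tracer and 100% = blocker peptide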
# RGS4-Gao reg: modulators of RGS4 binding to Galphao, primary screen, biochemical, multiplexed bead flow cytometry; binding response (% of control), % at 10 µM; 0.33% of 220,000 active; actives lie on both sides; in the data active means binding response below about 49% or above about 150%; inactive means in between;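 further: fluorescent Galphao activated with aluminum fluoride binding bead-coupled RGS4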
# RGS7-Gao reg: RGS7-Galphao binding modulators, primary screen, biochemical, multiplexed bead flow cytometry; binding response (% of control), % at 10 µM; AID 1439, 2008; Guanine nucleotide-binding protein G(o) subunit alpha (Homo sapiens), P09471; actives lie on both sides; 0.35% of 220,000 active; in the data active means binding response below about 49% or above about 150%; inconclusive means no clear call, values can overlap the other calls; inactive means in between;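 further: fluorescent Galphao held in activated GDP-AlF4 state binding bead-coupled RGS7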
# RGS8-Gao reg: RGS8-Galphao binding modulators, primary screen, biochemical, multiplexed bead flow cytometry. Guanine nucleotide-binding protein G(o) subunit alpha (Homo sapiens), P09471. actives lie on both sides. response (percent of control binding), % at 10 µM. 0.34% of 220,000 active. AID 1423, 2008; in the data active means response below about 60% or above about 140%; inactive means in between;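 further: Galphao activated as the GDP aluminium fluoride complex binding bead-coupled RGS8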
# Bim-Bcl-XL: inhibitors of Bim-Bcl-XL binding, primary screen, biochemical, multiplexed, bead flow cytometry, human Bcl-XL; 0.04% of 190,000 active; Bim peptide-Bcl-XL binding, fluorescence; inhibition, % at 10 µM
# ABCG2 inh: ABCG2 efflux pump inhibitors, primary screen, multiplex with ABCB1, IgMXP3 cells, flow cytometry. 0.1% of 190,000 active. AID 1325, 2008. inhibition, % at 6.6 µM. JC-1 efflux;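 active means inhibition above 80%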;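 further: 0% = DMSO and 100% = nicardipine control wells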
#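 material = IgMXP3 (ABCG2) plus far-red-tagged CCRF-Adr (ABCB1) cells | amount = 3 million cells/mL, equal mix of both lines | also added = JC-1 transporter substrate | dosing = one concentration, 6.6 µM final | schedule = 10 min at 25 °C | measured by = flow cytometric JC-1 green MFI at 530 nm | read-out basis = percent efflux inhibition, scaled nicardipine 100% to DMSO 0%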
# ABCB1 block: ABCB1 efflux pump inhibitors, primary screen, cell-based, multiplex, flow cytometry, ABCG2 counter-screen | inhibition, % at 6.6 µM | 0.067% of 190,000 active | CCRF-Adr cells, JC-1 efflux | ATP-dependent translocase ABCB1 (Homo sapiens), P08183; in the data active means inhibition above about 40%;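 further: 0% = vehicle and 100% = reference inhibitor; higher value means more JC-1 retained so stronger ABCB1 efflux block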
# Target sequence (P08183 whole entry, looked up): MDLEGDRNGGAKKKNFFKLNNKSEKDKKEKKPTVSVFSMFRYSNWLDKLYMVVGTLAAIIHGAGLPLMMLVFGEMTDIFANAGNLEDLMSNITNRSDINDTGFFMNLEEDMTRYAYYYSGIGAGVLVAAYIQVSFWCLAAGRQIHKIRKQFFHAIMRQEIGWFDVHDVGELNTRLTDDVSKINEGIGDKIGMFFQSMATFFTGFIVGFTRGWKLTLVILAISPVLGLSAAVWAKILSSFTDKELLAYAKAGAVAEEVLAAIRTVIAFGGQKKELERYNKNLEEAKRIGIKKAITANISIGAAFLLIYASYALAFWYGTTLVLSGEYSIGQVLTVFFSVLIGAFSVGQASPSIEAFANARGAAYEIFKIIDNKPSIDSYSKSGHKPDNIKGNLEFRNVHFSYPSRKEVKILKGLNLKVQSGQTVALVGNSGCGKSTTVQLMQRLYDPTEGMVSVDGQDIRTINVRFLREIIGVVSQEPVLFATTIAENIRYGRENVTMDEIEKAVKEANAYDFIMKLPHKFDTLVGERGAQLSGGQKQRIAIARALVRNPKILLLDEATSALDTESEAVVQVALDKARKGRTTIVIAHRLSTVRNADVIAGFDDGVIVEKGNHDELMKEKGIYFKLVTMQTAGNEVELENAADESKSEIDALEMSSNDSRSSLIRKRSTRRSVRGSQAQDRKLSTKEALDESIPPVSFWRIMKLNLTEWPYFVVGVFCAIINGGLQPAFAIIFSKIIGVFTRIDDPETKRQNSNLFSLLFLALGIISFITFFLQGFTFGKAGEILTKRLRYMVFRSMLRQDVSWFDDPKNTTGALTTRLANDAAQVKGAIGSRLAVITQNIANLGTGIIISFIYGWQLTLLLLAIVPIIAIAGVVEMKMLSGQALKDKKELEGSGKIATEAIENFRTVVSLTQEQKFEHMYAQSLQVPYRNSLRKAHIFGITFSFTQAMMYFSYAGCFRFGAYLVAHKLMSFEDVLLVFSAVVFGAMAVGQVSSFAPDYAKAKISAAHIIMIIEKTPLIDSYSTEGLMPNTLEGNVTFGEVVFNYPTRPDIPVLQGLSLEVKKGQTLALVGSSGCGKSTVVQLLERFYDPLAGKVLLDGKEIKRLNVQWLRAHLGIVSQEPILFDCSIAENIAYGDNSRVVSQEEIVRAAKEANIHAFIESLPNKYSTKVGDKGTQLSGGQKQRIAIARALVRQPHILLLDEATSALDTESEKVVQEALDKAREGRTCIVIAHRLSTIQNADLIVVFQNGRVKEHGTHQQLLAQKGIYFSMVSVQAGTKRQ
# Bim-Bcl-B: inhibitors of Bim-Bcl-B binding, primary screen, biochemical, multiplexed, human Bcl-2 family; inhibition, % at 10 µM; 0.073% of 190,000 active; bead-based flow cytometry, Bim peptide-Bcl-B binding; Bcl-2-like protein 10 (Homo sapiens), Q9HD36;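 further: 0% = tracer peptide without compound and 100% = reference inhibitor peptide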
# GSH fluor: compound fluorescence on glutathione beads, profiling panel, artefact control, biophysical, 488/530 nm, flow cytometry. GSH beads flow cytometry, compound fluorescence 488/530 nm; active compounds read high. fluorescence (KMESF) at 10 µM. 0.25% of 190,000 active; in the data active means fluorescence above about 89;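 further: glutathione beads carrying GST-tagged Bcl family fusion proteins plus one bare bead set; values are compound well signal with DMSO vehicle wells as background; inactives centre near 16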
# Bcl-2 Bim block: inhibitors of Bim-Bcl-2 binding, primary screen, biochemical, multiplexed, human Bcl-2 family | 0.06% of 190,000 active | inhibition, % at 10 µM | Apoptosis regulator Bcl-2 (Homo sapiens), P10415 | Bead-based flow cytometry, Bim peptide-Bcl-2 binding; in the data active means inhibition above about 40%; inconclusive means no clear call, values can overlap the other calls;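 further: 0% = no compound wells with probe peptide and 100% = reference peptide inhibitor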
# Bim-Bcl-W: inhibitors of Bim binding to Bcl-W, primary screen, biochemical, multiplexed, bead-based flow cytometry. AID 952, 2007. Bim peptide-Bcl-W binding. Bcl-2-like protein 2 (Homo sapiens), Q92843. 0.02% of 190,000 active. inhibition, % at 10 µM;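 further: 0% = bound tracer without compound and 100% = peptide blocker; higher means less fluorescent Bim peptide bound to Bcl-W beads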
# Active calls of the source: *; ? = inconclusive; . = not tested or not shown; [ ] = another dose, or the depositor's remark. Unless noted, no stated cut-off is given here; in the data, active means inhibition above about 40%.
SMILES,Bfl-1 Bim block,RGS4-Gao reg,RGS7-Gao reg,RGS8-Gao reg,Bim-Bcl-XL,ABCG2 inh,ABCB1 block,Bim-Bcl-B,GSH fluor,Bcl-2 Bim block,Bim-Bcl-W
O=c1c(Cc2ccc(Cl)cc2Cl)c(O)ccn1Cc1ccncc1,7,98,99,99,0,-1,0.3,6,12,1,1
O=C(CSc1nnc(C2CC2)n1-c1ccccc1)NCc1ccco1,-7,107,100,102,5,1,0.3,-3,55,-3,3
COC(=O)Cn1c(C)nc2c(sc3nc(C)cc(C)c32)c1=O,-12,99,100,100,-1,64,1.6,-4,30,-10,2
COC(=O)c1nn(-c2ccccc2)c(=O)cc1Oc1ccc(Cl)cc1,-2,100,91,95,-7,2,0.9,0,9,1,-3
CC1=C(C(=O)OCC2CCCO2)C(c2ccccc2Cl)NC(=O)N1 (stereo not given),-2,103,102,103,-5,-1,0.1,-5,11,-1,-6
CCN(CC)c1ccc(N2C(=O)CSC2=S)cc1,-3,102,104,100,1,-1,-0.3,-2,11,-1,-2
CCOC(=O)Cn1cc(C(=O)c2cccs2)c2ccccc21,-16,102,102,100,-9,6,-1.3,-7,33,-12,0
CCOc1ccc(N2C(=O)C3=C(C(c4ccc(Cl)cc4)=NCCN3)C2c2cccnc2)cc1 (stereo not given),-2,97,96,102,-1,6,0.6,-3,11,-2,0
COc1ccc(CC2(CO)CCN(Cc3cnn(C)c3)CC2)cc1,3,103,104,114,0,1,0.1,-1,13,0,-3
COc1cc(C(=S)N2CCOCC2)ccc1OS(=O)(=O)c1ccc(NC(C)=O)cc1,-1,102,105,104,-6,4,0.8,-2,13,0,-3
O=C(c1ccc([N+](=O)[O-])cc1)N1CCSC1c1ccccc1 (stereo not given),-8,103,99,100,-6,20,0.2,-10,15,-4,-5
CCSCCOC(=O)C1=C(C)NC(=O)NC1c1ccc2c(c1)OCO2 (stereo not given),-13,100,96,100,-4,3,1.4,-10,28,-10,-1
CCOc1cc(C=O)ccc1OCC(=O)N1CCCC1,-7,97,103,102,-2,1,0.2,-5,9,-3,0
Cc1ccc(N2CCN(S(=O)(=O)N3CCCCCC3)CC2)cc1Cl,-3,96,97,102,0,3,0.9,0,14,-3,-1
CCc1nnc(NC(=O)CSc2nnc(C3CCCCC3)n2-c2cccc(Cl)c2)s1,-23,98,101,100,-10,38,3.5,-10,26,-14,-6
O=C(Cc1ccccc1)NCCSCc1ccccc1,-14,97,95,104,-6,3,2.8,-8,11,-10,-4
CCOC(=O)N1CCN(CC(=O)Nc2c(C(=O)OC)[nH]c3ccccc23)CC1,-7,124,175*[activator],98,4,1,0.4,-2,18,-1,2
CC(NC(=O)Cn1cnc([N+](=O)[O-])n1)c1ccccc1 (stereo not given),-12,104,100,105,-5,1,0.2,-4,57,0,5
COCCSc1ccccc1C(=O)Nc1ccc(Br)cc1,-3,100,102,100,-3,15,0.1,-2,15,-3,1
C=CCOc1ccc(C(=O)NC2CCCCC2)cc1,-12,103,102,99,-7,2,-1.5,-7,30,-9,-3

# Retrieved one by one from the entries so far:
SMILES,Bfl-1 Bim block,RGS4-Gao reg,RGS7-Gao reg,RGS8-Gao reg,Bim-Bcl-XL,ABCG2 inh,ABCB1 block,Bim-Bcl-B,GSH fluor,Bcl-2 Bim block,Bim-Bcl-W
O=c1c(Cc2ccc(Cl)cc2Cl)c(O)ccn1Cc1ccncc1,7,98,99,99,0,-1,0.3,6,12,1,1
CCOC(=O)N1CCN(CC(=O)Nc2c(C(=O)OC)[nH]c3ccccc23)CC1,-7,124,175*[activator],98,4,1,0.4,-2,18,-1,2

# 3 compounds from above, arranged by the number in RGS8-Gao reg, highest first:
canonical_smiles	Bfl-1 Bim block	RGS4-Gao reg	RGS7-Gao reg	RGS8-Gao reg	Bim-Bcl-XL	ABCG2 inh	Bim-Bcl-B	GSH fluor	Bim-Bcl-W
CC(NC(=O)Cn1cnc([N+](=O)[O-])n1)c1ccccc1 (stereo not given)	-12	104	100	105	-5	1	-4	57	5
CC1=C(C(=O)OCC2CCCO2)C(c2ccccc2Cl)NC(=O)N1 (stereo not given)	-2	103	102	103	-5	-1	-5	11	-6
CCOC(=O)N1CCN(CC(=O)Nc2c(C(=O)OC)[nH]c3ccccc23)CC1	-7	124	175*[activator]	98	4	1	-2	18	2

# Additional compounds
SMILES,Bfl-1 Bim block,RGS4-Gao reg,RGS7-Gao reg,RGS8-Gao reg,Bim-Bcl-XL,ABCG2 inh,ABCB1 block,Bim-Bcl-B,GSH fluor,Bcl-2 Bim block,Bim-Bcl-W
COCCCN(C)C1CCN(C(=O)Nc2ccc(F)cc2)CC1,-10,101,99,101,-1,2,0.0,-5,26,-3,0
O=S(=O)(Nc1ccc(-n2cccc2)cc1)c1ccc(Cl)cc1Cl,-11,104,101,102,-2,2,0.5,-7,25,-14,0
Cn1c(Cl)c(/C=N/OC(=O)C(C)(C)C)c2ccccc21,-4,101,100,100,0,12,1.4,0,12,-2,0
NC(=O)C1CCN(C(=O)CCSc2ccc(Cl)cc2)CC1,-15,104,110,110,-2,2,0.5,-6,22,-5,-2
Cc1c(NC(=O)c2nn3c(C(F)(F)F)cc(-c4ccccc4)nc3c2Cl)c(=O)n(-c2ccccc2)n1C,0,101,100,102,-2,5,1.1,0,6,1,-1
COc1ccc(CNC(=O)CCS(=O)(=O)c2cccc3nonc23)cc1,3,104,100,99,0,0,0.1,0,10,0,-1
O=C(Nc1cc(Cl)ccc1N1CCOCC1)c1cnccn1,-7,103,101,104,0,3,0.5,-5,12,-2,2
CC1(C)CC2CC(C)(CN2C(=O)C23CCC(C)(C(=O)O2)C3(C)C)C1 (stereo not given),2,106,108,126,0,6,2.0,0,15,6,-4
COc1ccc(N2CCN(C(=O)C3(C)CC3(Cl)Cl)CC2)cc1 (stereo not given),-7,105,105,103,-5,6,0.5,-5,11,-1,0
CCOC(=O)c1c(NC(=O)Cc2cccs2)sc(C(=O)N2CCCCC2)c1C,-9,103,100,107,-6,18,2.3,-7,37,-6,1
O=c1c2c(nc3nc(NCc4ccccc4Cl)[nH]n13)CCC2,-7,104,103,107,0,1,0.1,-4,10,-2,0
COC(=O)c1[nH]c2ccc(F)cc2c1NC(=O)CCN1CCN(Cc2ccc3c(c2)OCO3)CC1,-1,87,89,100,2,8,1.1,1,33,-1,0
CCOC(=O)c1cc2sc(C)cc2n1CC(=O)NCCc1ccccc1,-11,103,100,103,-6,4,0.8,-6,36,-12,0
Cn1nnnc1SC(C(=O)Nc1cccc(C(F)(F)F)c1)c1ccccc1 (stereo not given),0,94,94,83,-1,12,0.8,-4,5,0,-2
O=C(COc1ccccc1F)NC1CCN(Cc2ccccc2)CC1,-6,104,102,102,-1,-1,-0.2,-2,4,0,6
O=C(NNS(=O)(=O)c1cccc(Cl)c1)c1cc(-c2ccc(F)cc2)nc2ccccc12,-3,101,102,100,4,11,0.8,0,15,1,0
O=C1N(Cc2cccnc2)C[C@@H]2C[C@@H](c3ccccc3C#Cc3ccccc3)N3CCC[C@@]123,-5,99,98,101,-7,1,2.1,-10,14,-5,-6
Nc1nnc(SCC(=O)OCC(=O)Nc2ccccc2)s1,-6,104,102,101,-5,0,-0.5,-6,16,-4,-2
CCOC(=O)c1c(C)c(C(=O)NCc2ccco2)c(C)n1C,4,111,116,104,-5,2,0.3,1,22,1,-3
Cn1c(SCC(=O)NCc2cccs2)nnc1-c1ccc(O)cc1,-4,99,105,101,-4,0,-0.1,-2,11,-1,0
CCOc1ccc(C(=O)O)cc1OC,-2,102,106,99,2,3,0.6,0,16,-2,1
O=C(Nc1ccc(F)cc1F)c1sccc1SCc1cccc(C(F)(F)F)c1,-9,101,96,100,-2,4,0.2,-7,12,-7,2
CCOC(=O)NN1C(=O)c2ccccc2NC1c1ccccc1F (stereo not given),-4,98,104,101,-5,0,0.0,-1,12,-5,0
O=C1CCCc2c1cc(C(=O)NC1CCSC1=O)c(=O)n2-c1ccccc1 (stereo not given),-8,101,105,102,-2,2,0.5,-5,13,-7,2
Cc1cc[n+](CC(=O)c2ccc(NC(=O)c3ccccc3)cc2)c2ccccc12,5,98,95,98,3,13,1.0,-2,13,1,1
CCNc1c([N+](=O)[O-])ncn1C,-17,98,103,101,-2,5,-0.3,-9,27,-11,2
O=C(Nc1nc(-c2ccccc2)c(C(=O)c2ccccc2)s1)c1ccc(S(=O)(=O)N2CCCC2)cc1,.,297*[activator],381*[activator],135,.,17,22,.,64,?,.
COc1ccc(NC(=O)CSc2nnc(C)n2Cc2ccccc2)cc1,-10,101,102,104,-6,7,0.6,-6,34,-6,-4
COC(=O)[C@H](C(C)C)n1c(C)c(C(C)=O)c(C(C)=O)c1C,-5,101,100,97,2,5,1.8,-4,57,-7,-1
O=C(O)/C(=C/c1ccco1)NC(=O)c1ccccc1,-15,98,100,101,-3,4,0.1,-6,8,-1,-2
CC1(C)NC(=O)N(CCOCCOc2ccccc2)C1=O,-3,93,95,93,-1,1,0.2,-4,12,-4,-1
Cn1cc(C(CC(=O)O)C(=O)O)c2ccccc21 (stereo not given),0,107,103,104,-3,1,0.0,0,18,-2,-2
CCCCc1nc(NCCN)c(C#N)c2c1CSC(C)(C)C2,-11,97,95,99,-12,1,0.7,-11,31,-8,0
N#CC1=C(S)N(c2ccccc2)C(c2ccc(-c3cccc(Cl)c3)o2)NC1=O (stereo not given),1,109,110,115,-6,-13,-1.8,-8,16,-13,-1
COc1cccc(-n2nnc3c(=O)n(CC(=O)Nc4ccc(C)cc4)cnc32)c1,-3,97,99,98,-2,2,0.5,0,10,-4,-1
COc1cc(OC)cc(C(=O)N2CCC(N3CCN(c4ccccc4OC)CC3)CC2)c1,-2,102,103,105,-1,3,.,-5,12,-3,-4
Cc1nc(N2CCOCC2)c2cc(-c3ccccc3)sc2n1,0,100,102,102,0,8,0.7,0,11,2,1
CCCc1nnc(NC(=O)CC(=O)Nc2ccccc2C(=O)O)s1,-14,94,90,96,-4,1,0.1,-2,13,-4,3
O=C(CS(=O)(=O)c1ccccc1)N1CCCCCC1,-10,99,99,99,3,0,0.0,-8,42,-8,3
CCCN1CCOC(CC(=O)Nc2ccc([N+](=O)[O-])cc2)C1=O (stereo not given),0,100,99,100,2,5,0.6,-4,14,1,0
Cc1cccc(/C=N/NC(=O)c2cc3c(s2)-c2ccccc2CC3)c1,-10,102,96,98,1,-5,-4.0,-8,33,-3,-2
Cn1c(C(=O)OC(C(=O)NC2CCCC2)c2ccncc2)cc2sccc21 (stereo not given),-9,99,103,101,-3,3,3.1,-4,17,-6,0
COc1ccc2c(c1)N(C(=O)CSc1n[nH]c(C)n1)C(C)(C)C=C2C,-14,98,100,98,0,-6,0.2,-6,25,-7,0

# Compound activity from PubChem BioAssay.
